Screening results: PubChem BioAssay, several laboratories
PolyA inh – inhibitors of polyadenylation in S. cerevisiae; hit rate 0.02% among 300,000; S. cerevisiae SKY197-pL101 polyadenylation reporter, beta-gal luminescence; efflux-impaired pdr1/pdr3 knockout yeast; score 100 = 6 SD above DMSO; calls only at 12 µM; AID 1875;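 active = lowest replicate activity score at least 50, where 100 means six control SD above control mean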;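 also: yeast exposed to compound for 9 h at 30 °C; higher score means more reporter readthrough which indicates perturbed polyadenylation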
HSF1 activator – increases HSF-1 driven luciferase reporter signal | NIH3T3-HGL HSF-1 luciferase reporter, MG132, 8 h; 100% = twice DMSO control signal | activation, % at 9 µM | hit rate 1.7% among 300,000;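 active = mean replicate activation of at least 50% with a set share of replicates each reaching 50%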;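 also: 0% = median of the neutral control wells and 100% = twice that signal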
HDAC3 inhib – inhibitors of human histone deacetylase 3. O15379. recombinant HDAC3, fluorogenic peptide/trypsin coupled, fluorescence. inhibition, % at 8.3 µM. hit rate 0.15% among 320,000; in the data active = inhibition above about 26%, passing the limit was not always enough
Target sequence (O15379 whole entry, looked up): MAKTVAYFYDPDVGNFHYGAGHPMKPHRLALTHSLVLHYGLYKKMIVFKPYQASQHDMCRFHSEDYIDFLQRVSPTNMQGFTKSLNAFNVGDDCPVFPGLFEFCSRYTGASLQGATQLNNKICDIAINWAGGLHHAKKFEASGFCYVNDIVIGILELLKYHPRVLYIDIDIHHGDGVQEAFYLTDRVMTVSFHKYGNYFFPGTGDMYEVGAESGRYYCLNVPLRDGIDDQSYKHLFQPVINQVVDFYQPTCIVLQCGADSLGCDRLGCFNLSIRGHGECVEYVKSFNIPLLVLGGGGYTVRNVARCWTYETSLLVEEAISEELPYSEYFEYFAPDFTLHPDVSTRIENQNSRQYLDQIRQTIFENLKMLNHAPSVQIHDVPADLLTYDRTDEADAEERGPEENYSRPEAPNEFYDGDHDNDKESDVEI
GSK3 alpha inh – human GSK-3 alpha kinase inhibition; P49840; ADP-Glo luminescence, 60 min; inhibition, % at 10 µM; hit rate 0.1% among 320,000;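 in the data active = inhibition above about 50%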;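 also: GST-tagged GSK-3 alpha with peptide substrate and 25 µM ATP; 0% = DMSO neutral wells and 100% = GW8510 positive control wells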
Target sequence (P49840 whole entry, looked up): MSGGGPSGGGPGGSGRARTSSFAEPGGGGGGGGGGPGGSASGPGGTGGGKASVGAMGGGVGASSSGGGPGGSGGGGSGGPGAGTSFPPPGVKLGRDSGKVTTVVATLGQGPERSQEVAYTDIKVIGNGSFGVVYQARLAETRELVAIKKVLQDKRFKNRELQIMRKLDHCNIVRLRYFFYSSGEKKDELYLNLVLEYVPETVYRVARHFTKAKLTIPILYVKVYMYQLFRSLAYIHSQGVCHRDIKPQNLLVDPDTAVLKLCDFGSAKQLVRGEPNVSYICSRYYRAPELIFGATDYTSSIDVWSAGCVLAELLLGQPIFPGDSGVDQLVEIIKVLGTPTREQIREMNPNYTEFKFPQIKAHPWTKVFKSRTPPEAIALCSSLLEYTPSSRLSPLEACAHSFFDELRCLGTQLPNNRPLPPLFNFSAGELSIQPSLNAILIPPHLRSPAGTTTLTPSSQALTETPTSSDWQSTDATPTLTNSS
HSP90 inh – blocks HSP90-mediated luciferase refolding in reticulocyte lysate. Rabbit reticulocyte lysate, luciferase refolding luminescence, 3 h. inhibition, % at 5.6 µM. hit rate 0.91% among 290,000. AID 1789;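 active = inhibition above the screen-wide mean plus 3 SD, computed separately per campaign, cut at about 16% in these data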;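 also: 0% = DMSO wells and 100% = 60 µM geldanamycin wells; inhibitors lower the luminescence because luciferase stays unfolded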
Platelet DG rel – platelet dense granule release activity; AID 1663; hit rate 0.22% among 300,000; inhibition, %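 (compounds screened at 7.5 µM in platelet-rich plasma)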; human platelet-rich plasma, SFLLRN dense granule ATP release, luminescence;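 active = mean replicate score, as percent of positive control, at or above 50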
Dyrk1A ADPGlo – Dyrk1A (rat) kinase inhibition | Q63470 | ADP-Glo luminescence, NFATc1 peptide | inhibition, % at 12.5 µM | hit rate 0.43% among 310,000 | AID 504441; in the data active = inhibition above about 50%;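 also: plate controls were vehicle with enzyme for no effect and no enzyme for full effect; many of its hits are not listed in these tables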
GSK3beta inhib – inhibitors of human GSK3beta kinase. P49841. GST-GSK3beta kinase, ADP-Glo luminescence, 60 min; hits give low values. activity score (negative = inhibition), % at 10 µM. hit rate 0.038% among 300,000;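 active = more than half of replicate wells score below -50%, meaning over 50% inhibition versus plate controls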;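 also: 0% = median DMSO wells and -100% = median GW8510 positive control wells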
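Test system: GST-tagged human GSK3beta kinase, cell-free; evaluation: activity score scaled between in-plate DMSO and GW8510 controls; measured by: ADP-Glo luminescence; incubation: 60 min reaction, RT; benchmarks: DMSO and 20 µM GW8510; reagent: peptide substrate plus 25 µM ATP (final); medium: Tris/MgCl2 kinase buffer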
HSF1 inh – HSF1 inhibition | hit rate 0.77% among 300,000 | activity change, negative = inhibition, % at 7.5 µM (by protocol) | AID 2098 | NIH3T3-HGL HSE-luciferase, MG132-induced, luminescence 8 h; hits give low values;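 active = more than half of replicate wells show activity change below -50%, luminescence cut by over half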;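 also: luciferase reports HSF-1 transcriptional activity via heat shock element; 0% = median of DMSO wells and -100% = zero luminescence signal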
AI-2 QS mod – Vibrio harveyi AI-2 quorum sensing modulation | AID 2094 | activity change, % at 7.5 µM | hit rate 0.4% among 300,000 | Vibrio harveyi JMH597 AI-2 luminescence/OD600 ratio, 9 h; hits give low values; strain lacks LuxN and CqsS sensors; 0 = neutral-control median; in the data active = activity change below about -75%, passing the limit was not always enough;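 also: luminescence divided by OD600 gain over 9 h not by final OD600 alone; inactives centre near 13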
The depositor's hits bear a star; i = inactive; . = no result given. An excerpt (hit frequency here may not be typical).

nr	PolyA inh	HSF1 activator	HDAC3 inhib	GSK3 alpha inh	HSP90 inh	Platelet DG rel	Dyrk1A ADPGlo	GSK3beta inhib	HSF1 inh	AI-2 QS mod	Molecule
1	i	16	1	-2	2	-2	.	1	-7	2	CNC(=O)N(O)C1N(/N=C/c2ccccc2OC)C(=S)SC1(C)C (stereo not drawn)
2	i	4	6	2	1	-1	0	2	-10	12	COCc1nc2ccccc2n1CCOc1ccccc1OC
3	i	57*	-2	-1	-4	-14	-2	5	28	11	COc1cccc(NC(=S)N2CCCC2)c1
4	i	33	-4	2	2	-1	-4	-4	28	16	Cc1ccc2c(COC(=O)c3ccccc3OC(F)F)cc(=O)oc2c1
5	i	.	-5	-1	-1	.	7	1	.	40	N#CC(c1nc2ccccc2nc1N1CCOCC1)S(=O)(=O)c1ccccc1 (stereo not drawn)
6	i	-19	2	.	-5	5	24	-4	-8	11	Nc1nnc(N2CCc3ccccc32)s1
7	i	-14	5	0	2	20	1	-1	2	4	NC(=O)c1cccnc1Oc1ccc(Cl)cc1
8	i	0	2	-2	2	2	-1	2	3	20	O=c1[nH]c(C2CCN(S(=O)(=O)c3ccc(C(F)(F)F)cc3)CC2)nc2c1nnn2Cc1ccccc1
9	i	-12	-9	-1	3	-2	4	0	-8	10	CC1CCc2cc(F)ccc2N1C(=O)C12CCC(C)(C(=O)O1)C2(C)C (stereo not drawn)
10	i	-4	-1	0	.	-1	3	2	-4	10	C=CCN(c1ccccc1)S(=O)(=O)c1cccc(C(=O)Nc2cccc(C)n2)c1
11	i	-1	4	1	2	-3	1	-1	-5	.	CCc1cccc(NS(=O)(=O)c2ccc3c(c2)NC(=O)CO3)c1
12	i	24	1	7	-2	-6	0	-4	21	-7	O=C(CSc1nnc(COc2ccccc2)n1-c1ccccc1)c1ccccc1
13	i	3	.	-3	-2	8	-1	2	5	22	Cc1cc2c(cc1S(=O)(=O)N1CCN(c3ccc(Cl)cc3)CC1)OCCN2C
14	i	6	-6	2	0	1	-3	-7	-2	10	COc1ccc(S(=O)(=O)N2CCCC(C(=O)N3CCN(C)CC3)C2)cc1Cl (stereo not drawn)
15	i	8	2	0	2	8	.	1	0	13	O=C(Nc1cccnc1N1CCOCC1)c1cccs1

Molecules from the list above that contain fluorine (3):
nr	PolyA inh	HSF1 activator	HDAC3 inhib	GSK3 alpha inh	HSP90 inh	Platelet DG rel	Dyrk1A ADPGlo	GSK3beta inhib	HSF1 inh	AI-2 QS mod	Molecule
4	i	33	-4	2	2	-1	-4	-4	28	16	Cc1ccc2c(COC(=O)c3ccccc3OC(F)F)cc(=O)oc2c1
8	i	0	2	-2	2	2	-1	2	3	20	O=c1[nH]c(C2CCN(S(=O)(=O)c3ccc(C(F)(F)F)cc3)CC2)nc2c1nnn2Cc1ccccc1
9	i	-12	-9	-1	3	-2	4	0	-8	10	CC1CCc2cc(F)ccc2N1C(=O)C12CCC(C)(C(=O)O1)C2(C)C (stereo not drawn)

(listing goes on)
nr	PolyA inh	HSF1 activator	HDAC3 inhib	GSK3 alpha inh	HSP90 inh	Platelet DG rel	Dyrk1A ADPGlo	GSK3beta inhib	HSF1 inh	AI-2 QS mod	Molecule
16	i	16	-3	-2	-1	1	-4	-1	0	12	CCc1cc2c(=O)c(-c3ccc(F)cc3)c(C)oc2cc1OCC(=O)O
17	i	-12	7	-2	-2	16	-1	0	-7	12	Cc1cccn2cc(CCNC(=O)c3ccco3)nc12
18	i	29	3	-2	.	-2	-1	0	10	-88*	N/C(=N\OC(=O)COc1ccccc1)c1cccnc1
19	i	-9	-7	-3	6	2	-5	0	-4	6	Cc1ccc(C(=O)OCC(=O)NCc2ccco2)cc1
20	i	0	-9	0	-2	-4	1	1	0	14	O=C(O)CSC1CC(=O)N(c2cccc(Cl)c2)C1=O (stereo not drawn)
21	i	-4	6	-1	-6	-13	-1	3	-7	20	CC(C)CCNCC1OCc2ccccc2CO1
22	i	-3	8	34	3	-3	29	-30	-3	32	O=[N+]([O-])c1ccc2[nH]c(O)c(N=NC3CS(=O)(=O)CC3O)c2c1 (stereo not drawn)
23	.	-2	-2	-1	0	5	-2	-2	6	11	Cc1ccc(NC(=O)Nc2ccc3c(c2)C(=O)OC3)cc1Cl
24	i	-19	-1	0	2	-6	0	2	-20	538	Cc1ccccc1C(=O)N1CCN(c2ccc(NC(=O)c3ccccc3[N+](=O)[O-])cc2)CC1
25	i	0	0	-1	1	11	0	-3	-4	13	CCOc1ccc(CCNC(=O)c2cc(C)on2)cc1OCC
26	i	-2	0	1	.	-3	-2	2	2	-42	COc1ccc(Cc2nnc(SCC(=O)Nc3ccc(C)cc3)n(N)c2=O)cc1
27	i	5	1	2	3	-7	-3	0	-2	-1	CN(C)S(=O)(=O)c1ccc(Cl)c(C(=O)OCC(=O)NC(=O)c2cccn2C)c1
28	i	9	12	0	-1	-2	-1	5	4	40	Cc1cc2c(cc1S(=O)(=O)Nc1ccc(F)cc1)n(C)c(=O)c(=O)n2C
29	i	-12	-3	-2	1	-4	-6	4	-1	45	O=C1CC(c2ccco2)CC(O)=C1C=NCCN1CCN(C(=S)Nc2ccccc2)CC1 (stereo not drawn)
30	i	-18	-11	0	2	-1	-4	0	-3	23	Cc1cc(C)cc(OCc2nnc(SCC(=O)Nc3ccccc3)o2)c1

Some values from above:
For HSP90 inh, #28 has the entry -1
For HDAC3 inhib, #18 has the entry 3

(more compounds)
nr	PolyA inh	HSF1 activator	HDAC3 inhib	GSK3 alpha inh	HSP90 inh	Platelet DG rel	Dyrk1A ADPGlo	GSK3beta inhib	HSF1 inh	AI-2 QS mod	Molecule
31	i	-5	-3	0	0	4	1	1	-3	16	O=C(O)CCC(NC(=S)Nc1ccccc1)C(=O)O (stereo not drawn)
32	i	-1	-12	-4	-5	0	-4	2	-2	28	C=CCN1C(=O)c2ccc(C(=O)NCC(c3ccccc3)N(C)C)cc2C1=O (stereo not drawn)
33	i	9	0	1	.	2	3	-1	-7	27	Cc1c(-n2cc(C(=O)O)c(=O)c3cc(F)c(N4CCCC4)c(F)c32)c(=O)n(-c2ccccc2)n1C
34	i	-10	4	1	-5	2	2	0	0	1	CCN(CC)c1ccc(C(=O)N2CCN(Cc3ccccc3)CC2)cc1
35	i	5	14	1	-4	-6	1	0	3	-3	COc1cccc(NC(=O)CSc2ccc(-c3ccco3)nn2)c1
36	i	6	-8	0	-2	10	1	-1	-1	8	COc1ccc(OC)c(-c2csc(NC(=O)CSc3ccccc3)n2)c1
37	i	-9	9	-6	-1	-18	4	2	-4	16	CC(=O)C1=C(O)C(=O)N(Cc2ccco2)C1c1cccc(F)c1 (stereo not drawn)
38	i	-2	-6	9	0	-11	5	1	-1	-10	CCCc1cc(=O)oc2cc(OCC(=O)NCCCn3ccnc3)ccc12
39	i	4	-4	-1	-1	-6	-4	-1	-2	21	CCCSc1nc(N2CCCC2)c2c(c1C#N)CC(C)(C)OC2
40	i	-2	1	-2	1	10	1	-1	-10	15	CCOc1ccc2ccccc2c1CNc1nnnn1C
41	i	24	1	-1	-1	-9	6	0	4	11	CC1(C)Oc2ccc(C(=O)Nc3ccccc3)cc2N(CC#N)C1=O
42	i	4	2	-1	0	0	-3	-1	5	13	CC(C)CCN1C(=O)c2ccc(C(=O)NCc3ccco3)cc2C1=O
43	i	12	9	-2	-1	-3	-1	0	-3	5	CN1CCN(CC(=O)Nc2ccc([N+](=O)[O-])cc2Br)CC1
44	i	-2	0	-2	12	22	1	1	-4	18	CC1=NN(c2ccc(Br)cc2)C(=O)/C1=C/c1cccs1
45	i	-4	4	-1	2	-21	2	-2	2	16	COC(=O)[C@@H](NC(=O)N1CCN(c2cccc(C(F)(F)F)c2)CC1)C(C)C
46	i	38	-4	-1	-3	-9	0	2	9	-3	CSc1ncc(Cl)c(C(=O)Nc2nnc(SC)s2)n1
47	i	10	.	.	3	2	1	0	-7	38	Cc1ccc(OC(C)C(=O)Nc2ccc(S(=O)(=O)Nc3cc(C)on3)cc2)cc1 (stereo not drawn)
48	i	-1	4	3	-1	-11	24	1	-1	-42	Cc1cc(OCC(=O)Nc2ccncc2)ccc1Cl
49	i	6	-1	-1	-2	-3	-2	1	-2	26	Cc1ccc(C(=O)Oc2ccc(N3C(=O)CCC3=O)c(C)c2)cc1
50	i	6	1	0	.	12	1	1	2	22	COc1ccc(N2CCN(C(=O)CN3C(=O)NC4(CCCc5ccccc54)C3=O)CC2)cc1 (stereo not drawn)
51	i	-7	1	0	2	2	.	2	-5	33	O=C1CC(c2ccc(Cl)cc2)CC(O)=C1C=NCCN1CCNCC1 (stereo not drawn)
52	i	9	1	-2	2	5	.	1	-5	20	COc1cccc(CNC(=S)NC2CCCC2)c1
53	i	-11	1	-2	0	6	12	5	0	5	CCCCn1nc(C(=O)NC2=NCCS2)c2ccccc2c1=O
54	i	7	.	.	1	7	9	0	1	22	COCC(=O)Nc1nc2n(n1)C(c1ccc(OC)cc1)CC(c1ccc(OC)cc1)N2 (stereo not drawn)
55	i	-30	-3	-2	-2	-16	-4	3	-8	-2	Cc1cc(C)nc(NC(=O)NS(=O)(=O)N2CCCCCC2)n1
56	i	13	-1	-4	.	18	16	4	-3	-1	CCC(C)N(C(=O)COC(=O)c1ccc(=O)n(Cc2ccccc2)n1)C1CCS(=O)(=O)C1 (stereo not drawn)
57	i	0	-3	-3	-5	0	17	-1	-3	19	C=CCNC(=O)COC(=O)CNC(=O)c1cc(Cl)cc([N+](=O)[O-])c1
58	i	9	3	0	-1	-24	-8	1	1	29	COc1ccc2oc(=O)c(C(=O)OCc3ccccc3)cc2c1
59	i	-3	10	-2	2	1	3	-1	1	21	O=C(CCn1c(=O)[nH]c2ccsc2c1=O)N1CCN(c2ccc([N+](=O)[O-])cc2)CC1
60	i	15	0	-1	-2	-5	.	1	2	25	O=C(CS(=O)(=O)c1cn(CC(=O)N2CCCC2)c2ccccc12)Nc1ccccc1
61	i	-7	-7	1	-3	-3	9	-1	5	2	O=C(CS(=O)(=O)Cc1ccccc1)Nc1ccc(Cl)cn1
62	i	-12	-2	.	0	-2	4	-1	2	7	CC1=NN(C(C#N)c2ccccc2C)C(C)(C)C1 (stereo not drawn)
